GLS inhibitor: qHTS for Inhibitors of Glutaminase (GLS). GLS enzymatic activity, qHTS titration. actives 0.21% (n = 410,000). Glutaminase kidney isoform, mitochondrial (Homo sapiens), O94925. AID 624170, 2012. Potency, µM (top dose mostly 45.5 µM), without a hit: at the highest dose activity change, negative = inhibition, usual class: inhibitors; note: % is set by controls: 0 for no effect and ±100 for the full control effect
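hKGA in 45 mM KH2PO4 (pH 8.2), 0.02% Tween-20 with compound, then 1mM L-Glutamine (stock as added) plus glutamate oxidase/HRP/Amplex red coupling mix. Fluorescence read initially and after 30 min at RT; signal change reflects glutamate formation.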
Pin1 inhibitor: qHTS Assay to Find Inhibitors of Pin1 | Pin1 FP peptide displacement, HiFluor488, 10 min | Potency, µM (highest dose often 115 µM), for inactives: at the highest dose activity, negative = inhibition, most hits filed as inhibitors | actives 0.009% (n = 390,000) | AID 504891, 2011; active = well fitted inhibition curve with a large enough effect in the polarisation, with a control signal flat, not every such curve was filed as active; inconclusive = small, poorly fitted or top-dose-only effect, or effect the other way, or a change in a side signal; inactive = no such curve, though single readings can be large or run the other way; the % refers to the polarisation; note: % is set by controls: 0 for no effect and ±100 for the full control effect
RGS4 inh: Inhibitors of Regulator of G Protein Signaling (RGS) 4: qHTS; Transcreener GDP fluorescence polarization, RGS4-accelerated GTP hydrolysis; Potency, µM (doses to about 114 µM), for inactives: top-dose activity change, negative = inhibition, usual class: inhibitors; actives 0.039% (n = 390,000); note: % is set by controls: 0 for no effect and ±100 for the full control effect; nearly all actives have a fitted effect of over 75% in size; some results filed as inactive show a strong effect at the top dose
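MLSMR compounds (23 nl, pin-transferred) preincubated 10 min at room temperature with a 500nM (2x) first reagent, then RGS4 at 900nM (2x) plus Transcreener GDP mix added; fluorescence polarization (620/688 nm) read before and after 90 min at 30 °C.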
HP1b binding inh: HTS for Inhibitors of HP1-beta Chromodomain Interactions with Methylated Histone Tails. Chromobox protein homolog 1 (Homo sapiens), P83916. AlphaScreen HP1-beta / biotin-H3K9me3 peptide binding. Potency, µM (doses to about 114 µM), for the others: at the highest dose activity change, negative = inhibition, usual class: inhibitors. actives 0.56% (n = 390,000). AID 540317, 2011; note: nearly all actives have a fitted effect of over 70% in size; inactives centre near 23
Target sequence (P83916 whole entry, looked up): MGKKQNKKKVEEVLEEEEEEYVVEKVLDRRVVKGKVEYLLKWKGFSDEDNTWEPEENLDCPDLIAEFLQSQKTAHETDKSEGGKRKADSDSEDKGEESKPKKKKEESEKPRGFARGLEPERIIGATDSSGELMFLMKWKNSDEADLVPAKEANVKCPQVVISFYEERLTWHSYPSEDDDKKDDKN
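Compound inhibition of the preformed complex between 50 nM HP1-beta and 50 nM biotinylated H3K9me3 peptide was read by AlphaScreen. Buffer was PBS pH 7.4 with 0.01% Tween-20. Incubations ran 30 min at room temperature, with 10 ug/mL donor/acceptor beads.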
JMJD2A Tudor: qHTS Assay for Inhibitors of JMJD2A-Tudor Domain; Lysine-specific demethylase 4A (Homo sapiens), O75164; AlphaScreen JMJD2A-Tudor / H3K4me3 peptide binding; Potency, µM (top dose mostly 114 µM), without a hit: top-dose activity change, negative = inhibition, most hits filed as inhibitors; actives 4.4% (n = 390,000); note: % is set by controls: 0 for no effect and ±100 for the full control effect; nearly all actives have a fitted effect of over 50% in size
12-LOX inh: Primary qHTS assay for inhibitors of human arachidonate 12S-lipoxygenase (ALOX12): Round 2; Polyunsaturated fatty acid lipoxygenase ALOX12 (Homo sapiens), P18054; purified 12hLO, xylenol orange hydroperoxide absorbance; Potency, µM (series often up to 108 µM), for the others: top-dose activity change, negative = inhibition, hits mostly inhibitors; actives 1.1% (n = 580,000); AID 1671190, 2021; note: % is set by controls: 0 for no effect and ±100 for the full control effect
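Hydroperoxide product was detected by ferrous iron/xylenol orange as the 573 to 405 nm absorbance ratio. Arachidonic acid at 40 uM (final) was turned over for 30 min at room temperature by 150 nM human 12hLO, pH 7.0 Hepes buffer, after 15 min compound preincubation.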
PGK inhibitor: qHTS Assay to Find Inhibitors of Phosphoglycerate Kinase | Phosphoglycerate kinase, glycosomal (Trypanosoma brucei brucei), P07378 | PGK/GAPDH coupled, Kinase-Glo luminescence, 60 min | Potency, µM (series often up to 57.5 µM), without a hit: at the top dose activity change, negative = inhibition, hits mostly inhibitors | actives 0.043% (n = 380,000) | AID 602233, 2012; note: % is set by controls: 0 for no effect and ±100 for the full control effect; nearly all actives have a fitted effect of over 60% in size
Target sequence (P07378 whole entry, looked up): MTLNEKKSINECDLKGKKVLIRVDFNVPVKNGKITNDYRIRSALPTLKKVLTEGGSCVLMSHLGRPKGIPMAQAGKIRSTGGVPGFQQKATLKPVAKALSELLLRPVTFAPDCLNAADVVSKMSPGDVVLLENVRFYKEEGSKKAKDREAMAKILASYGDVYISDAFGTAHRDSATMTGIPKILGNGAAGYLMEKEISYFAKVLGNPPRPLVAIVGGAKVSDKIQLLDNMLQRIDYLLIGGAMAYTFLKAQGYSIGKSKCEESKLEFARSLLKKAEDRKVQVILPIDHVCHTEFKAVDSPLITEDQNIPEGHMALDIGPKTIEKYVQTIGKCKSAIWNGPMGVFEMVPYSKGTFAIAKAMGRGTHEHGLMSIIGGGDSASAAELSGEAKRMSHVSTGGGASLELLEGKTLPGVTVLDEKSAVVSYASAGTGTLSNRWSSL
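Recombinant glycosomal PGK reaction used 1,3-bisphosphoglycerate generated in-well by GAPDH (100nM final) in 100mM TEA pH 7.6, 5mM MgCl2, 0.01% Tween-20. After 60 minutes at room temperature, ATP was read by Kinase-Glo Plus luminescence end-point.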
rTrxR1 inhibitor: qHTS Assay for Inhibitors of Mammalian Selenoprotein Thioredoxin Reductase 1 (TrxR1): qHTS; Thioredoxin reductase 1, cytoplasmic (Rattus norvegicus), O89049; recombinant rTrxR1, NADPH fluorescence consumption, selenite substrate; Potency, µM (titrated, usually from 114 µM), for inactives: at the highest dose activity change, negative = inhibition, most hits filed as inhibitors; actives 1% (n = 390,000); note: % is set by controls: 0 for no effect and ±100 for the full control effect; nearly all actives have a fitted effect of over 65% in size
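Rat TrxR1 (90 nM in the dispensed reagent) was pre-reduced with 400 uM NADPH for 5 min at room temperature, then incubated with compound for 15 min. After 400 uM selenite was added, NADPH fluorescence (Ex 340/Em 450 nm) was followed for 8 min.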
ERG Ets-DNA blk: qHTS for Small Molecule Inhibitors of the ERG Ets/DNA interaction; Transcriptional regulator ERG (Homo sapiens), P11308; actives 0.028% (n = 370,000); fluorescence polarization, His-ERG Ets domain / labelled DNA; Potency, µM (series often up to 76.9 µM), for inactives: at the highest dose FP activity, negative = inhibition, hits mostly inhibitors; active = well fitted inhibition curve with a large enough effect in the polarisation, with a control signal flat; inconclusive = small, poorly fitted or top-dose-only effect, or effect the other way, or a change in a side signal; inactive = no such curve, though single readings can be large or run the other way; the % refers to the polarisation;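 note: polarization taken with two DNA probes labelled with fluorescein and Texas red; % of control where 0% means no effect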
Target sequence (P11308 whole entry, looked up, the tested form may be a part): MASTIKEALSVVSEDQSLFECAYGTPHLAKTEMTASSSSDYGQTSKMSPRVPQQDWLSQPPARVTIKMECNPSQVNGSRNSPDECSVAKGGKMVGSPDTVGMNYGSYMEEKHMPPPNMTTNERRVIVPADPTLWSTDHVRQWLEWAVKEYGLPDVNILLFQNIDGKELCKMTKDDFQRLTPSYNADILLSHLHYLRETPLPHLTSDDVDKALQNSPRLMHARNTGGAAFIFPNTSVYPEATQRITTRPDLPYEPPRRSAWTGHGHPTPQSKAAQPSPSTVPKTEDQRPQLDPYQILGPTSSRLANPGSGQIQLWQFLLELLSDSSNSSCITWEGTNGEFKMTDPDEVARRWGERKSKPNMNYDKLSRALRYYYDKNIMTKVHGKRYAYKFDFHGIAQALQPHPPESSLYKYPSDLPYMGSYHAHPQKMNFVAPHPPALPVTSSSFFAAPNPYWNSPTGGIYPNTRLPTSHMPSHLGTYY
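His-tagged ERG Ets domain (1 uM in the protein solution; 300mM KCl, 50mM Tris-HCl, 1mM EDTA, 1mM DTT, pH 7.5) received compound, then a probe mix of 5 nM fluorescein-DNA and 100nM Texas-615-DNA. Fluorescence polarization was read for both dyes.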
* = called active by the depositor; i = inactive; ? = inconclusive; nt = no result given; [ ] = another dose, or the depositor's remark. Unless noted, calls come from the whole dose curve; as a rule, active = well fitted curve in the direction sought with a large enough effect; inconclusive = small, poorly fitted or top-dose-only effect, or another doubt; inactive = no such curve, though single readings can be large; an effect the other way counts as inactive or inconclusive. Potency is the fitted concentration of half-maximal effect.

The first two compounds (preview)
SMILES | GLS inhibitor | Pin1 inhibitor | RGS4 inh | HP1b binding inh | JMJD2A Tudor | 12-LOX inh | PGK inhibitor | rTrxR1 inhibitor | ERG Ets-DNA blk
C#CCOCCOCCOCCNc1nc(N2CCN(C(=O)C([C@@H](C)O)n3cc([C@@H](N)CCCCN)nn3)CC2)nc(N2CCN(C(=O)[C@H](CC(N)=O)n3cc(C(N)[C@@H](C)CC)nn3)CC2)n1 (some centres undefined) | -5.1% | 5.2% | -20.0% | 31.7% | ? | 13.4% | -1.0% | -11.7% | 13.2%
NC(=O)c1ccc(N2CCNC(=O)C2)c([N+](=O)[O-])c1 | 9.0% | 2.0% | -0.5% | -1.5% | -9.5% | ? | -1.9% | 8.8%[57.1 µM] | -3.6%

Results, from the first entry:
SMILES | GLS inhibitor | Pin1 inhibitor | RGS4 inh | HP1b binding inh | JMJD2A Tudor | 12-LOX inh | PGK inhibitor | rTrxR1 inhibitor | ERG Ets-DNA blk
C#CCOCCOCCOCCNc1nc(N2CCN(C(=O)C([C@@H](C)O)n3cc([C@@H](N)CCCCN)nn3)CC2)nc(N2CCN(C(=O)[C@H](CC(N)=O)n3cc(C(N)[C@@H](C)CC)nn3)CC2)n1 (some centres undefined) | -5.1% | 5.2% | -20.0% | 31.7% | ? | 13.4% | -1.0% | -11.7% | 13.2%
NC(=O)c1ccc(N2CCNC(=O)C2)c([N+](=O)[O-])c1 | 9.0% | 2.0% | -0.5% | -1.5% | -9.5% | ? | -1.9% | 8.8%[57.1 µM] | -3.6%
COc1ccc(C/C(=N\O)c2ccc(OC)cc2)cc1 | 14.6% | 1.1% | -12.5% | 41.1%[activator] | -8.1% | ? | -1.3% | 24.0% | 4.5%
CCOC(=O)c1nc2cc3n(c(CC(C)C)c-2c1C)CC(C)=C3C | -7.9% | ? | ? | 25.3% | ? | -33.2% | -7.1% | -21.5%[57.1 µM] | ?
CC(C)OCCCNC(=O)c1ccc2c(c1)S(=O)(=O)c1ccccc1C2=O | -10.4% | -8.3% | -1.4% | 28.4% | -16.1% | 213.7%[activator] | 5.2% | 0.4% | -2.5%
Cn1c(N2CCC(C(N)=O)CC2)nc2c1c(=O)n(Cc1ccc(Br)cc1)c(=O)n2C | 12.6µM* | -1.0% | 3.9% | -4.8% | -23.1% | -25.7% | -4.7% | 7.4% | -1.4%
CCOC(=O)Nc1sc(C)c(C)c1C(N)=O | 9.7% | -2.1% | -18.8% | 31.9% | 0.7% | -2.2% | -6.3% | 4.4% | -14.2%
C/C(=N\NC(=O)c1nnn(-c2nonc2N)c1-c1ccccc1)c1ccco1 | 0.8% | -5.9% | 9.2% | 46.1%[activator] | -10.9% | i | -0.7% | 28.1% | -6.1%
O=C(O)COc1ccc(/C=N/n2cnc3scc(-c4cccs4)c3c2=O)cc1 | -5.1% | -6.4% | 6.4% | 17.4% | -5.0% | -11.0% | i | -5.0% | 2.0%
O=C(NC(=S)NC1CCCCC1)c1ccccc1 | -19.0% | -2.5% | -31.0% | -2.4% | -30.6% | 35.5µM* | 5.2% | -63.1% | -2.0%
CCOC(=O)c1c(C)[nH]c(C)c1S(=O)(=O)N1CCN(c2ccc(Cl)cc2)CC1 | ? | 2.4% | 0.0% | -6.0% | -32.4% | -20.1% | -1.8% | 28.5%[57.1 µM] | 7.5%
CC1Oc2ccccc2C=C1/C=N/NC(=O)c1ccccc1 (centres undefined) | -6.5% | 3.1% | -3.0% | 86.1%[activator] | 28.9% | 22.8% | -4.9% | -4.6%[57.1 µM] | -3.7%
O=C(NCc1ccccn1)c1cccc(NS(=O)(=O)c2cccc(F)c2)c1 | 3.7% | -4.2% | -18.7% | 22.0% | -13.6% | -9.0% | i | 7.7%[57.1 µM] | 3.1%
Cn1c(=O)c2c(SCc3ccccc3)nc(C3CC3)nc2n(C)c1=O | -8.7% | -7.2% | -5.2% | 33.3% | 0.7% | -16.9% | i | 10.6% | -3.4%
S=C1N(c2ccccc2)C(c2cccc3ccccc23)N2CCCN12 (centres undefined) | 7.9% | ? | 11.0% | 16.6% | -1.9% | 28.2% | 10.3% | -8.9% | 2.6%
CCN(CCNC(=O)C1CCN(S(C)(=O)=O)CC1)c1ccccc1 | ? | -11.0% | -12.8% | 21.6% | -24.3% | -19.1% | i | 17.1% | nt
COc1ccc(NC(=O)CN(c2ccc(OC)c(Cl)c2)S(=O)(=O)c2ccccc2)cc1 | -1.3% | 13.3% | -5.3% | 18.9% | -18.4% | ? | -8.3% | 23.7% | -6.7%
COc1cc2ccccc2cc1C(=O)OCC(=O)c1c(N)n(C)c(=O)n(C)c1=O | 7.6% | 6.3% | 11.9% | 14.3% | -15.6% | 0.0% | -11.5% | -6.2% | 3.2%
O=C(Nc1ccc2c(c1)OCCO2)c1cc(-n2cnnc2)ccc1Cl | 2.7% | 3.7% | -16.1% | 15.9% | 1.5% | 150.4%[activator] | -5.7% | 0.7%[57.1 µM] | 2.2%
CC(C)NC(=O)CCCc1c[nH]c2ccccc12 | 7.3% | 4.4% | -4.2% | 9.6% | -22.5% | -18.0% | -9.2% | 11.8% | 0.1%
COc1ccc(S(=O)(=O)NC(C)C(=O)O)cc1 (centres undefined) | 3.8% | 3.9% | 9.9% | 10.7% | -9.5% | -4.7% | -9.8%[11.5 µM] | 28.8% | nt
O=C(O)CC(c1ccccc1)n1cnnn1 (centres undefined) | 10.7% | 2.4% | 32.3% | 13.4% | 2.0% | 0.0% | -4.5% | 4.5% | -6.9%
CN(CC(=O)Nc1ccc(Cl)c(C(F)(F)F)c1)C(=O)CCN1C(=O)C2CC=CCC2C1=O (centres undefined) | -0.8% | -4.5% | -28.9% | 41.7%[activator] | -2.7% | -0.7% | -3.4% | 4.3% | 8.5%
CC1CCN(c2c(NCc3ccc(C(=O)NCc4ccco4)cc3)c(=O)c2=O)CC1 | 14.7% | -5.5% | -48.6% | ? | ? | -4.2% | i | 5.5% | -13.6%
COC(=O)c1ccccc1NC(=O)C1CCN(S(C)(=O)=O)CC1 | 1.1% | 2.3% | -7.6% | 13.6% | -0.6% | 5.4% | nt | 13.4% | -10.1%
C=CCN1C(=O)c2ccc(C(=O)Nc3ccccn3)cc2C1=O | -0.9% | -2.3% | 19.1% | 26.0% | 2.7% | -51.1% | -5.7% | -12.1% | ?
COc1cccc(C2c3c(oc4ccccc4c3=O)C(=O)N2CCCN2CCOCC2)c1 (centres undefined) | -15.8% | -0.7% | -3.7% | 47.2%[activator] | -9.3% | 111.8%[activator] | i | ? | 5.4%
CCn1c(=O)c2cc(C(=O)NCC(OC)OC)sc2c2ccccc21 | 0.6% | 1.1% | 19.7% | 25.5% | -9.6% | -10.8% | 7.1% | -5.8% | -3.5%
COc1ccc(C2/C(=C(/O)c3ccc4c(c3)CC(C)O4)C(=O)C(=O)N2Cc2ccncc2)cc1 (centres undefined) | 1.1% | 0.4% | 21.9% | 4.9% | ? | -11.0% | -1.2% | 3.7% | 0.8%
CCN(CC)CCNC(=O)c1cc2c(=O)n(CC)c3ccccc3c2s1 | -0.4% | 7.1% | -1.8%[56.9 µM] | 44.2%[activator] | -4.5% | -5.0% | -0.6% | -0.5% | -12.5%
Clc1ccc(/C=N/Nc2ncnc3ccccc23)cc1Cl | 10.3% | 2.6% | -52.0% | -3.4% | ? | 9.7% | -4.3% | 5.6% | 5.8%
COc1ccc(S(=O)(=O)N/N=C\c2ccccc2F)cc1 | -9.1% | -2.3% | 12.9% | 41.3%[activator] | -2.7% | -12.7% | 0.2% | 3.0% | 2.1%
CCc1cccc2c(N=O)c(O)[nH]c12 | 26.6% | 5.2% | 24.8% | 16.5% | -24.0% | -11.1% | -0.6% | 2.7%[57.1 µM] | -3.6%
O=C(CCS(=O)(=O)c1cc(Br)cc2c1N(C(=O)C1CC1)CC2)NCc1ccccc1Cl | -9.8% | -8.5% | 17.0% | 7.0% | -17.1% | -8.4% | -0.2% | 5.8% | -1.8%
CC1(C)Cc2c(sc3ncn4c(=S)[nH]nc4c23)CO1 | 12.6µM* | -1.5% | ? | ? | ? | ? | -8.9% | -6.3%[57.1 µM] | 3.2%
CCc1c(C)nc(N2CCN(Cc3ccc4c(c3)OCO4)CC2)[nH]c1=O | 9.8% | -2.8% | 14.3% | 11.9% | -17.1% | 255.7%[activator] | -4.5% | -7.5% | 0.6%
Clc1ccc(OCc2nc(-c3ccncc3)no2)c(Br)c1 | 2.0% | -10.2% | 14.8% | 107.8%[activator] | 39.0%[activator] | -15.5%[57.4 µM] | -6.2% | 17.9% | -0.5%
CCc1ccccc1NNC(=O)c1snnc1C | 0.0% | -7.5% | -16.4% | 11.9% | -6.8% | -99.0% | -7.0% | 26.5% | -11.1%
Cc1c(C#N)c(O)[nH]c(=O)c1N=Nc1ccc(Br)cc1C(=O)O | -0.4% | ? | -11.5% | -4.9%[57 µM] | ? | 20.4% | -6.3% | ? | -3.4%

This is a subset (hit frequency here may not be typical).
